# High-throughput results (PubChem BioAssay)
# TRPC6 inh: mouse TRPC6 channel inhibition | Q61143 | HEK293-TRPC6, membrane potential dye, ACh-evoked depolarization; hits give low values | B-score at 10 µM | actives 1.1% (n = 310,000);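 active = B-score under library mean minus 3 SD, initial fluorescence not abnormally high, positive integrated signal ratio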;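 also: B-score derived from integrated fluorescence ratio over the kinetic read; more negative B-score means stronger inhibition of depolarization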
# Target sequence (Q61143 whole entry, looked up): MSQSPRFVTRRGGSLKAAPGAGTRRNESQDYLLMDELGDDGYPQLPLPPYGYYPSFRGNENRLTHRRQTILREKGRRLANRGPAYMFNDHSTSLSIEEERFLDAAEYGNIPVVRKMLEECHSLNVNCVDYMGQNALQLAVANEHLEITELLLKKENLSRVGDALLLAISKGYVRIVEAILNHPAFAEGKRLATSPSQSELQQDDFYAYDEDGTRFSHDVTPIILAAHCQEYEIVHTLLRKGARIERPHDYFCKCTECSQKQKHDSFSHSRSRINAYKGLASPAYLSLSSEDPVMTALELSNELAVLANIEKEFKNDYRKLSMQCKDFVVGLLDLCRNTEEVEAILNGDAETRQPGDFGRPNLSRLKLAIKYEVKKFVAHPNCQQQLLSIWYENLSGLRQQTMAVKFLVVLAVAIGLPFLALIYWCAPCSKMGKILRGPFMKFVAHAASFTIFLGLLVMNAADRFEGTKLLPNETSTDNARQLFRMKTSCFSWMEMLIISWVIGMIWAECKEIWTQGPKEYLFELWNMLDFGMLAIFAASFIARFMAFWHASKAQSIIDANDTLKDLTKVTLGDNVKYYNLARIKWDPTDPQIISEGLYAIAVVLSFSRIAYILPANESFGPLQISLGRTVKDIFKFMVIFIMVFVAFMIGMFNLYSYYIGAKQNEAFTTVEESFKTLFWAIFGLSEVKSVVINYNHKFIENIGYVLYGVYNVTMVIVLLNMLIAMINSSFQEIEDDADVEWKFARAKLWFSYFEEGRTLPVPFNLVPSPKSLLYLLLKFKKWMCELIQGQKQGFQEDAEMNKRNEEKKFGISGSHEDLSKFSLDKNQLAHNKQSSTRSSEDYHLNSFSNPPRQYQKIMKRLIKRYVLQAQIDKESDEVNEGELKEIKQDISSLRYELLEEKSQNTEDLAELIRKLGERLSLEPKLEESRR
# TRPC6 activator: mouse TRPC6 channel activation | Q61143 | HEK293-TRPC6 membrane potential dye fluorescence; hits give high values | B-score at 10 µM | actives 0.13% (n = 310,000) | AID 2550;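 active = B-score of the integrated fluorescence ratio above library mean plus 3 SD, and starting fluorescence ratio within library mean plus 5 SD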;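 also: higher score means more depolarization so channel activation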
# MrgX1 ag: human MrgX1 receptor agonism, primary screen. Q96LB2. MrgX1-HEK293 cells, Fluo-4 calcium fluorescence, agonist mode; hits give high values. B-score at 10 µM. actives 0.44% (n = 310,000);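 active = calcium response B-score plate-corrected fluorescence ratio at least 3 library SD, with starting fluorescence B-score inside 5 SD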
#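 Assay system: stable human MrgX1 HEK293 cell line. Quantity: 15,000 cells per well. Schedule: cells plated overnight, dye loaded 0.5 h 37 °C, 0.5 h room temperature. Detection: Fluo-4 NW calcium-flux fluorescence, kinetic read. Read-out basis: peak-minus-minimum fluorescence over baseline, converted to B scores. Control set: positive and negative control wells on each plate.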
# SKKanGAS inh: inhibitors of SKKanGAS S. pyogenes growth in kanamycin (SK-promoter or general growth effect); BacTiter-Glo, 6 h; inhibition, % at 7.5 µM; actives 1.3% (n = 300,000);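 active = mean replicate score, as percent of positive control median, at least 50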;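 also: strain carries kanamycin resistance gene driven by streptokinase promoter and grows in 40 µg/ml kanamycin; loss of luminescence reflects streptokinase promoter inhibition or plain growth inhibition; 0% = median of DMSO wells and 100% = positive control at its reference dose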
# MrgX1 PAM: allosterically activates human MrgX1 receptor signaling; B-score at 10 µM; MrgX1-HEK293, Fluo-4 calcium flux, FDSS; hits give high values; Q96LB2; actives 0.63% (n = 310,000); AID 588675;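 active = plate-corrected calcium response at least 3 library SD above typical, normal starting fluorescence, not activating the receptor alone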;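 also: compound read alongside a low EC10 to EC30 dose of BAM8-22 agonist; peak minus trough fluorescence over baseline measured at the second addition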
# TRPC4 block: TRPC4 (mouse) channel inhibition | Q9QUQ5 | HEK293 TRPC4beta/mu-opioid, DAMGO-evoked Fluo4 calcium flux; hits give low values | B-score at 10 µM | actives 0.39% (n = 300,000) | AID 2247;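 active = B-score over 3 SD under the library average, no early fluorescence shift, positive overall ratio signal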
#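 Signal: kinetic Fluo4 fluorescence imaging of calcium influx. Material: stable TRPC4beta/mu-opioid receptor HEK293 cells. Probe or stimulus: DAMGO in two steps, submaximal then maximal.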
# Platelet DG rel: platelet dense granule release activity; human platelet-rich plasma, SFLLRN dense granule ATP release, luminescence; inhibition, %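 (compounds screened at 7.5 µM in platelet-rich plasma)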; actives 0.22% (n = 300,000);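 active = mean replicate score, as percent of positive control, at or above 50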
# HIF activator: HIF pathway transcriptional activation | U2OS HRE-luciferase reporter, luminescence; normalized: DMSO 0%, desferrioxamine 100% | activation, % at 7.5 µM (by protocol) | actives 0.32% (n = 300,000);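 active = mean activation of at least 10% of the iron chelator positive control signal, with at least half of replicates also reaching 10%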
# RGS4 block: inhibitors of human RGS4. P49798. HEK293 M3R/RGS4 inducible, Fluo-4 calcium flux; hits give high values; triggered by carbachol at its EC20. B-score at 10 µM. actives 0.45% (n = 310,000);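 active = B-score, a plate-corrected calcium signal, over three deviations above library mean, with baseline fluorescence within five deviations of library mean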;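 also: RGS4 expression induced by doxycycline in cells with stable M3 receptor; B-score is computed from the integrated fluorescence ratio over baseline after carbachol; higher B-score means a larger calcium signal and so more RGS4 inhibition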
# Target sequence (P49798 whole entry, looked up): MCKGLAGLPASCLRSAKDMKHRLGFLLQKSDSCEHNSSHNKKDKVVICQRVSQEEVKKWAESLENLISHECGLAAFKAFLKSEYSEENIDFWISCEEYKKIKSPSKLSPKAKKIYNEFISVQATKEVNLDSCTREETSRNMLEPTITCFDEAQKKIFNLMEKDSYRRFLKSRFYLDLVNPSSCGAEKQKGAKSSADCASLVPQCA
# MrgX1 antag: antagonists of human MrgX1 receptor. Q96LB2. actives 1.3% (n = 310,000). MRGX1-HEK293 calcium flux, Fluo-4, BAM8-22 antagonism; hits give low values. B-score at 10 µM. AID 588676;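 active = calcium-response B-score plate-corrected more than 3 library SD below zero, starting fluorescence within 5 deviations, no agonist response on first addition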;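 also: peak minus trough fluorescence over baseline after final BAM8-22 challenge near maximal dose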
# RGS4 pot: potentiators or activators of RGS4. B-score at 10 µM. AID 463111. actives 0.92% (n = 310,000). HEK293 M3R/inducible RGS4, carbachol calcium flux Fluo4; hits give low values;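 active = B-score of the integrated calcium signal more than 4 SD below the library mean, with starting fluorescence not abnormally high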;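 also: negative B-score means reduced calcium response which marks RGS4 activation or potentiation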
#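 Assay system: Inducible-RGS4 HEK293 cells carrying M3 receptor | Schedule: Compound preincubation 20 min at room temperature before agonist | Signal: Kinetic calcium fluorescence imaging with Fluo4-AM dye, 2 µM | Read-out basis: B score from integrated fluorescence ratio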
# Active calls of the source: *; i = inactive; . = no result given. Outcome played no part in choosing rows; overall some 6.1% were active at least once.
SMILES,TRPC6 inh,TRPC6 activator,MrgX1 ag,SKKanGAS inh,MrgX1 PAM,TRPC4 block,Platelet DG rel,HIF activator,RGS4 block,MrgX1 antag,RGS4 pot
Cc1ccc(S(=O)(=O)N(C)C)cc1NC(=S)N1CCN(Cc2ccc3c(c2)OCO3)CC1,i,i,i,14,i,i,-4,0.1,i,i,i
O=c1c2cnn(-c3ccc(F)cc3)c2ncn1Cc1ccccn1,i,i,.,-1,.,i,2,-0.1,i,.,i
O=C(CC1C(=O)NCCN1Cc1ccc(-c2ccccc2)cc1)NCCCn1cccn1 (centres undefined),i,i,i,-4,i,i,7,.,i,i,i
O=C(COC(=O)Cc1cccs1)Nc1ccc(OC(F)(F)F)cc1,i,i,i,-14,i,i,0,0.5,i,i,i
NC(=O)/C(=C\c1ccccc1)NC(=O)c1ccc(NC(=O)c2ccccc2)cc1,i,i,i,-9,i,i,21,0.2,i,i,i
Cc1ccc(CN2CCSCC2)c(C)c1,i,i,i,-9,i,i,-2,-0.2,i,i,i
O=C(CN1C(=O)c2ccccc2C1=O)NCc1ccc(C(=O)O)cc1,i,i,i,-3,i,i,6,-27,i,i,i
CC(NC(=O)CCSCCC(=O)NC(C)c1ccccc1)c1ccccc1 (centres undefined),i,i,i,8,i,i,-3,-0.1,i,i,i
CC1C(=O)N(Cc2ccccc2F)c2ccccc2N1C(=O)c1c(F)cccc1F (centres undefined),i,i,i,2,9*,i,-7,-8.8,i,i,i
CCC(C)NC(=O)CN(C)S(=O)(=O)c1ccc2c(c1)c(=O)n(C)c(=O)n2C (centres undefined),i,i,i,-5,i,i,4,0.0,i,i,i
COc1ccccc1OCCCOc1cccc(/C=C2\SC(=O)NC2=O)c1,i,i,i,37,i,i,-7,0.9,i,i,i
CCC(=O)Nc1cccc(C(=O)c2ccccc2)c1,i,i,i,-11,i,i,-15,.,i,i,i
O=C(CSc1nc(-c2ccco2)cc(C(F)(F)F)n1)NC1CCCC1,i,i,i,-3,i,i,0,-0.2,i,i,i
Cc1oc(-c2ccccc2Cl)nc1CN(C)C(C)c1ccon1 (centres undefined),i,i,i,-9,i,i,-3,-0.1,i,i,i
COc1ccc(-n2cc(-c3ccccc3)c3c(=O)[nH]cnc32)cc1,i,i,i,-6,i,i,5,-22,i,i,i
O=C(COc1ccccc1)Nc1ccc2c(c1)nc1n2CCSC1,i,i,i,-6,i,i,5,3.3,i,i,i
CC(=O)NC(c1cccs1)c1cc([N+](=O)[O-])c2cccnc2c1O (centres undefined),i,i,i,15,i,i,12,18*,i,i,i
COc1ccc(NC(=O)c2cccc3c(Br)cccc23)cc1,i,i,i,-3,i,i,-7,1.8,i,i,i
CCN(CC)CCNC(=O)c1ccc(NC(=O)c2ccc(Cl)c(S(=O)(=O)N3CCCCCC3)c2)cc1,-6*,i,i,-7,i,i,3,-0.3,i,i,i
CN1CCN(C2CCCCCC2)CC1,i,i,i,1,i,i,-1,-0.4,i,-5.3*,i
CC1=NN(Cc2c(C)nn(Cc3ccccc3)c2C)C(C)(C)C1,i,i,i,0,i,i,-4,0.3,i,i,i
Cc1ccccc1C(=O)NCC(C)NC(=O)c1ccccc1C (centres undefined),i,i,i,-2,i,i,1,0.1,i,i,i
COc1cc(OC)c(OC)cc1CN1CCN(S(=O)(=O)c2ccc(F)cc2)CC1,i,i,i,5,i,i,6,-0.2,i,i,i
CCOc1ccc(N(CC(=O)NCCc2ccc(C)cc2)S(=O)(=O)c2c(C)noc2C)cc1,i,i,i,4,i,i,-13,-0.1,i,i,i

# Single entries from the list:
# SKKanGAS inh, CCOc1ccc(N(CC(=O)NCCc2ccc(C)cc2)S(=O)(=O)c2c(C)noc2C)cc1 = 4
# SKKanGAS inh, O=C(CC1C(=O)NCCN1Cc1ccc(-c2ccccc2)cc1)NCCCn1cccn1 (centres undefined) = -4
# HIF activator, Cc1ccccc1C(=O)NCC(C)NC(=O)c1ccccc1C (centres undefined) = 0.1
# SKKanGAS inh, O=C(COc1ccccc1)Nc1ccc2c(c1)nc1n2CCSC1 = -6
# Platelet DG rel, O=c1c2cnn(-c3ccc(F)cc3)c2ncn1Cc1ccccn1 = 2

# Going on with the list.
SMILES,TRPC6 inh,TRPC6 activator,MrgX1 ag,SKKanGAS inh,MrgX1 PAM,TRPC4 block,Platelet DG rel,HIF activator,RGS4 block,MrgX1 antag,RGS4 pot
COc1cc(/C=C/C(=O)OCC(=O)c2c(N)n(C)c(=O)n(C)c2=O)ccc1OC(F)F,i,i,i,19,i,i,1,0.1,i,i,i
CC(C)C(OC(=O)c1nsc(Cl)c1Cl)C(=O)NC1CCCCC1 (centres undefined),i,i,i,9,i,i,5,-2.1,i,i,i
CCC(=O)Nc1cccc(-c2ccc(N3CCCCC3)nn2)c1,i,i,i,0,i,i,7,-0.9,i,i,i
CSc1ccc(S(=O)(=O)NCC(=O)OCC(=O)N(C)CC(=O)Nc2ccccc2Cl)cc1[N+](=O)[O-],i,i,i,5,i,i,-6,0.2,i,i,i
Cc1sc2ncnc(OCC(=O)N3CCN(S(=O)(=O)c4ccccc4)CC3)c2c1C,i,i,i,0,i,i,-3,0.8,i,i,i
CC1CCc2ccccc2N1C(=O)c1cccs1 (centres undefined),i,i,i,5,i,i,-1,0.1,i,i,i
CC1c2cc3c(cc2CCN1C(=O)c1ccc(Cl)cc1)OCCCO3 (centres undefined),i,i,i,-2,i,i,2,0.9,i,i,i
Cc1cccc(N2CCN(Cc3oc(CO)cc(=O)c3O)CC2)c1C,i,i,i,-3,i,i,0,-0.4,i,i,i
Cc1cc(C)cc(NC(=O)CN2CCN(C(=O)C3CCCO3)CC2)c1 (centres undefined),i,i,i,31,i,i,5,-0.5,i,i,i
CC1(C)CC(=O)c2c(noc2-c2ccccc2)C1,i,i,i,0,i,i,2,0.9,i,i,i
NC(=O)CC(NC(=O)c1ccccc1)c1ccc(NCCc2ccc(F)cc2)c([N+](=O)[O-])c1 (centres undefined),i,i,i,4,i,i,8,0.6,i,i,i
COc1ccc(Cl)cc1S(=O)(=O)NCc1nc2nc(C)cc(C)n2n1,i,i,i,-4,i,i,-1,-0.2,i,i,i
Cc1ccc(NC(=O)c2cc(N3C(=O)C4CC=CCC4C3=O)ccc2N2CCCCC2)cc1 (centres undefined),i,i,i,19,i,i,-3,0.3,i,i,i
CCCCN(C)CCCNC(=O)CN1N=C(c2ccc(Cl)cc2)CCC1=O,i,i,i,-5,i,i,-2,-10,i,i,i
NC(=O)CC(NC(=O)Cc1cccc2ccccc12)c1ccc(NC2CCCCCCC2)c([N+](=O)[O-])c1 (centres undefined),i,i,i,20,i,i,-2,-0.5,i,i,i
CC1Nc2ccc(C(=O)NC3CCCCC3)cc2NC1=O (centres undefined),i,i,i,-1,i,i,-4,-0.2,i,i,i
O=C(Cc1ccc(F)cc1)OCC(=O)N1CCN(S(=O)(=O)c2ccc(Cl)cc2)CC1,i,i,i,-6,i,i,-16,-0.1,i,i,i
c1ccc(N2CCOCCOCCOCCOCC2)cc1,i,i,i,7,i,i,-10,0.5,i,i,i
CCOc1ccccc1Nc1nnc(SCC(=O)N2CCCC2)s1,i,i,i,5,i,i,16,0.1,i,i,i
CCOc1ccccc1N(C(=O)CNC(=O)c1ccco1)C(C(=O)NC(C)(C)C)c1ccncc1 (centres undefined),i,i,i,-9,i,i,2,-0.4,i,i,i
COc1ccc(/C=C(/NC(=O)c2ccc([N+](=O)[O-])cc2)C(=O)NC(C)(C)C)cc1,i,i,i,-2,i,i,5,0.2,i,i,i
O=C(NCCC1=CCCCC1)NC1CCCCC1,i,i,i,1,i,i,54*,0.6,i,i,i
O=C(NNC(=S)NCCc1ccccc1)c1ccc(Br)s1,i,i,i,-8,i,i,-1,1.7,i,i,i
CC(=O)c1cccc(Nc2nc(-c3sc(C)nc3C)cs2)c1,i,i,i,7,i,i,7,-0.1,i,i,i
Cc1nc2ccccn2c1-c1ccnn1S(=O)(=O)c1ccc(F)cc1,i,i,i,-5,i,i,-2,-1.1,i,i,i
NNC(=O)CC1NCCN(Cc2ccccc2)C1=O (centres undefined),i,i,i,-4,i,i,19,1.0,i,i,i
Cc1ccc(S(=O)(=O)NCc2ccncc2)cc1,i,i,i,-1,i,i,7,0.3,i,i,i
CCOC(=O)c1ccc(-c2ccc3[nH]c4ccccc4c(=O)c3c2)cc1F,i,i,i,0,i,i,11,-0.1,i,i,i
Cc1ccc(NC(=O)CSC2=NCCN2)cc1,i,i,i,9,i,i,1,-0.2,i,i,i
Cc1nnc(-c2ccccc2)o1,i,i,i,-2,i,i,-1,-0.1,i,i,i
CCOc1ccc(OCCC(=O)OCC(=O)NNC(=O)c2ccccc2)cc1,i,i,i,-7,i,i,0,-0.5,i,i,i
CC(C)c1ccc(N=C(N)N=C(N)N)cc1,i,i,i,2,i,i,7,-1.2,i,i,i
COc1ccc(-c2cc(C(F)(F)F)nc(SCC(=O)Nc3cc(C)on3)n2)cc1OC,i,i,i,0,i,i,3,0.1,i,i,i
CCOC(=O)NC(C)N1C(=O)C2C3C=CC(C3)C2C1=O (centres undefined),i,i,i,6,i,i,24,0.3,i,i,i
O=C(CN1CCCC1)Nc1cc(C(F)(F)F)cc(C(F)(F)F)c1,i,i,i,-10,i,i,-9,-0.4,i,i,i
CC(=O)OCC(=O)Nc1ccc(C(C)=O)cc1,i,i,i,-7,i,i,-11,-8.8,i,i,i
CCCCn1c(N)c(N(CCOC)C(=O)c2ccc(N3C(=O)CCC3=O)cc2)c(=O)[nH]c1=O,i,i,i,0,i,i,5,0.0,i,i,i
COC(=O)c1c(C(=O)OC)c(-c2ccc(F)cc2)n2c1CS(=O)(=O)C2,i,i,i,4,i,i,-4,-0.2,i,i,i
CCOC(=O)c1cc2c(ccn2C)n1CC(=O)N(C)C,i,i,i,0,i,i,12,-0.3,i,i,i

# Laid out differently: entries from further up
# Values run as follows: TRPC6 inh | TRPC6 activator | MrgX1 ag | SKKanGAS inh | MrgX1 PAM | TRPC4 block | Platelet DG rel | HIF activator | RGS4 block | MrgX1 antag | RGS4 pot
CSc1ccc(S(=O)(=O)NCC(=O)OCC(=O)N(C)CC(=O)Nc2ccccc2Cl)cc1[N+](=O)[O-]
  i | i | i | 5 | i | i | -6 | 0.2 | i | i | i
Cc1sc2ncnc(OCC(=O)N3CCN(S(=O)(=O)c4ccccc4)CC3)c2c1C
  i | i | i | 0 | i | i | -3 | 0.8 | i | i | i
